Screens from PubChem BioAssay.
PV pol inh = inhibitors of poliovirus RNA polymerase binding and polymerization; poliovirus polymerase elongation, fluorescence polarization; active compounds read low; % elongation, % (compound at 16.7 µg/mL); 0.66% of 150,000 active; P03300; in the data active = % elongation below about 90%; note: some results filed as inactive read as strong as hits
Target sequence (P03300 1749-2209 limits assumed): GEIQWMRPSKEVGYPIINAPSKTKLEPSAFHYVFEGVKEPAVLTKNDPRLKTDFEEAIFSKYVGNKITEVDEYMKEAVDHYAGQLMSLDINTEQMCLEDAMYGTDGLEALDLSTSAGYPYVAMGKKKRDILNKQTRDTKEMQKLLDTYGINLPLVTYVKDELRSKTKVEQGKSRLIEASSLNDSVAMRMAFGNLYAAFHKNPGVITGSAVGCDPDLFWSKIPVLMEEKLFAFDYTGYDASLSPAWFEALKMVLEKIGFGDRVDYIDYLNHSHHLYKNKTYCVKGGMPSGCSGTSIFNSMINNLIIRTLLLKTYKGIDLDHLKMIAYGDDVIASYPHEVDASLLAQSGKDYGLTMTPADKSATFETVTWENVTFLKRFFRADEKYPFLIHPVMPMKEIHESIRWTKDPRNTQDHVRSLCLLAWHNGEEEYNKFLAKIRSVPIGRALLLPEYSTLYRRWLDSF
PV pol inh FP z-score = recorded beside PV pol inh, whose call it bears; z-score; measured here: FP z-score; hits read low
The depositor's hits bear a star; & = joins results of further samples.

SMILES	PV pol inh	PV pol inh FP z-score
C=CCOC(=O)C1CC=CCC1C(=O)Oc1ccc(F)cc1F (stereo not drawn)	100.0	0.2
CCOC(=O)c1cc(NC(=O)Nc2ccc(C)cc2C)c(C)nc1C	100.0	-0.3
CCC1CCCCN1S(=O)(=O)c1ccc2c(c1)CCN2C(C)=O (stereo not drawn)	103.0	0.7
CC1(C)COC(Nc2ccc(Cl)c(Cl)c2)=N1	104.0	0.9
CC(=O)N(C)C1=C(O)c2ccccc2C(=O)C1=O	98.0	-0.6
CCc1ccc(-c2cn3c(n2)sc2cc(C(=O)NC4CCCCCC4)ccc23)cc1	108.0	0.4
CC(Sc1nc(N)cc(N)n1)C(=O)O (stereo not drawn)	102.0	-0.1
CN(C(=O)Cn1nc(C(F)(F)F)c2c1CCCC2)c1ccccc1	98.0	-0.7
O=c1c2oc3ccccc3c2[nH]c(=S)n1-c1ccccc1	98.0	-1.8
COC(=O)c1cc(COC(=O)c2ccccc2Sc2ccccc2C#N)oc1C	103.0	0
CCCC(NC(=O)c1ccccc1)c1nc2ccccc2n1Cc1ccc(C(=O)OC)o1 (stereo not drawn)	101.0	0
S=C1Nc2ccccc2CS1	104.0	0.4
CCC(Sc1nc2cc3c(cc2c(=O)n1CCCCCC(=O)NCc1ccc2c(c1)OCO2)OCO3)C(=O)NCCCOC (stereo not drawn)	106.0	0.1
COC(=O)Cc1nc(-c2ccc(F)cc2)sc1C	107.0	0.6
O=C(CN1C(=O)c2ccccc2Sc2ncccc21)Nc1cccc(C(F)(F)F)c1	110.0	0.5
CCCc1cc(C(=O)Cc2ccccn2)c(O)cc1O	103.0	0.5
C=CCn1c(O)c(C=NCC)c(=O)[nH]c1=S	99.0	-0.2
O=C(Nc1cccc(-c2nnco2)c1)c1ccc(C(F)(F)F)cc1	105.0	0.4
CC(C)(C)C(=O)Cn1c(=O)n(-c2ccccc2)c(=O)c2c3c(sc21)CCC3	104.0	-0.4
Cc1oc2c(C)c3oc(=O)c4c(c3cc2c1-c1ccccc1)CCCC4	103.0	0.3
COc1cc2c(cc1OC)C1C(C)C(=O)C3=C(CSCC3=O)N1CC2 (stereo not drawn)	100.0	-0.2
CCCOc1ccc(-c2nc(SCC(N)=O)[nH]c(=O)c2C#N)cc1OC	100.0	-1.1
S=c1[nH]nc(Cn2nnc3ccccc32)o1	101.0	-0.4
Cc1c(Cl)cccc1NC(=O)C(C)n1c(=O)cc(-c2ccccc2)c2c(C)nn(C)c21 (stereo not drawn)	107.0	0.3
CSc1c(-c2ccc(Cl)cc2)[nH]c2ccccc12	101.0	-0.4
CC(C)n1ncc2cc(N)cnc21	101.0	-0.2
COc1ccc(NC(=O)c2cc(S(=O)(=O)N3CCOCC3)ccc2OC)cc1	107.0	-0.1
Cc1ccc(CCNC(=O)c2ccc(CS(=O)(=O)Cc3cccc(C)c3)o2)cc1	113.0	0.6
CN1CCN(C(c2ccccc2)c2sc3nc(-c4ccco4)nn3c2O)CC1 (stereo not drawn)	109.0	0.6
CCOc1ccc(CCNC(=O)c2c3c(nc4ccccc24)C(=O)N(C2CCCCC2)C3)cc1	99.0	-0.6

5 entries drawn at random from those above:
SMILES	PV pol inh	PV pol inh FP z-score
CSc1c(-c2ccc(Cl)cc2)[nH]c2ccccc12	101.0	-0.4
CCOC(=O)c1cc(NC(=O)Nc2ccc(C)cc2C)c(C)nc1C	100.0	-0.3
COc1ccc(NC(=O)c2cc(S(=O)(=O)N3CCOCC3)ccc2OC)cc1	107.0	-0.1
CCCOc1ccc(-c2nc(SCC(N)=O)[nH]c(=O)c2C#N)cc1OC	100.0	-1.1
COc1cc2c(cc1OC)C1C(C)C(=O)C3=C(CSCC3=O)N1CC2 (stereo not drawn)	100.0	-0.2

(further entries)
SMILES	PV pol inh	PV pol inh FP z-score
CCOC(=O)C1=C(N)c2ccccc2CC12CCCCC2	102.0	-0.2
O=c1oc2ccccc2n1CCn1c2ccccc2c2nc3ccccc3nc21	101.0	-0.2
COC(=O)c1cc2sc(Cl)cc2n1CC(=O)Nc1ccc(C)c(C)c1	102.0	-0.5
O=C(CSc1nc2ccccc2n1-c1ccccc1)c1ccc[nH]1	101.0	-0.2
CCn1cc(/C=N/O)c(C)n1	101.0	0
Cc1ccc(-n2nc3c(N4CCC(C(=O)NCCc5ccccc5C)CC4)nnc(C)c3c2C)cc1	107.0	0.2
O=S(=O)(Nc1ccccc1C(F)(F)F)c1ccc(N2CCCCS2(=O)=O)cc1	108.0	0.3
COc1ccc(-c2onc(C)c2C)cc1S(=O)(=O)N(C)Cc1ccccc1	103.0	-0.8
CCN1CCCC1CNC(=O)c1nn(C)c2c1CSc1ccccc1-2 (stereo not drawn)	100.0	-1.1
Cc1nc(CSCC(=O)O)cs1	92.0	-1.1
Nc1nnc(SCC(=O)c2cccs2)s1	112.0	0.9
CC(=O)Nc1ccc(S(=O)(=O)N(C2=NCC(C)S2)c2ccccc2)cc1 (stereo not drawn)	96.0	-2.4
Cc1nn(-c2ccccc2)c(OC(=O)c2cccc(Br)c2)c1S(=O)(=O)c1ccccc1	108.0	-0.1
Cn1c(=O)c2sccc2n2c(CCC(=O)N3CCN(c4ccc(F)cc4)CC3)nnc12	103.0	-0.7
CC1(C)CC(=O)C2=C(C1)Oc1ccccc1C2CC(=O)c1cccs1 (stereo not drawn)	103.0	0.3
CC1(C)C(=O)Nc2ccccc2N1C(=O)COC(=O)c1ccccn1	99.0	-0.3
CCC1(C)CC(=O)c2c(ccc3oc(C(=O)NCc4ccccc4)c(C)c23)O1 (stereo not drawn)	112.0	1
CN(C)/C=N/c1c(C#N)cnn1-c1ccccc1	101.0	0.4
Cc1ccccc1-n1c(/C=C/c2c(C)[nH]c3ccccc23)nc2ccccc2c1=O	112.0	1.6
Cc1ccc(S(=O)(=O)N2CCN(C(=O)COC(=O)c3ccc(O)cc3)CC2)cc1	105.0	0
CCOC(=O)c1cnc2ccc(OCC)cc2c1Nc1ccc(OCc2ccccc2Cl)cc1	107.0	0.4
COc1ccc(CNC(=O)Cn2c(=O)oc3cc(S(=O)(=O)N4CCC(C)CC4)ccc32)cc1	100.0	-0.5
O=C(NCc1ccccc1Cl)c1cnc2sc(N3CCCCC3)nn2c1=O	107.0	0.2
CC1(C)CC(=O)C2=C(C1)N(Cc1ccccc1)C(N)=C(C#N)C21CCOCC1	107.0	0.6
NN1C(=O)/C(=C/c2cccs2)SC1=S	100.0	-0.3
CCc1nn2cc(-c3ccc(C)cc3)nc2s1	103.0	0.7
CSc1ccc(CCNC(=O)CCc2c(C)nc3c4cccnc4nn3c2C)cc1	14.0*	-10.9*
Cc1cccc(Cn2c(SCc3ccc(C(=O)NCc4ccccc4F)cc3)nc3ccncc32)c1	113.0	0.8
CN(c1ccnc(C(=O)NC2CCCC2)c1)S(=O)(=O)c1ccccc1	106.0	1.8
O=C(CSc1nc(-c2ccccc2)cs1)Nc1ccnn1C1CCCC1	101.0	-0.2

Complete entries, quoted from the list. Order of screens: PV pol inh	PV pol inh FP z-score
`CCCOc1ccc(-c2nc(SCC(N)=O)[nH]c(=O)c2C#N)cc1OC` is listed with 100.0	-1.1
`Cc1nc(CSCC(=O)O)cs1` is listed with 92.0	-1.1
`C=CCn1c(O)c(C=NCC)c(=O)[nH]c1=S` is listed with 99.0	-0.2
`O=C(NCc1ccccc1Cl)c1cnc2sc(N3CCCCC3)nn2c1=O` is listed with 107.0	0.2
`CC1(C)CC(=O)C2=C(C1)N(Cc1ccccc1)C(N)=C(C#N)C21CCOCC1` is listed with 107.0	0.6

Following part
SMILES	PV pol inh	PV pol inh FP z-score
COc1ccc(C(=O)NC23CC4CC(CC(C4)C2)C3)cc1	103.0	0
O=C(CCC1COc2ccccc2O1)N1CCN(Cc2ccccc2)CC1 (stereo not drawn)	105.0	1.2
COc1cc(C(=O)NCC(c2cccs2)S(=O)(=O)c2cccs2)cc(OC)c1OC (stereo not drawn)	110.0	0.7
Cc1cc(-n2c(C)cc(C(=O)COC(=O)c3ccc(C)c(NC(=O)c4ccco4)c3)c2C)no1	103.0	-0.1
COC(OC)(OC)c1cc2ccccc2c(=O)[nH]1	104.0	0.2
Cn1c(=O)c(=O)n(C)c2cc(S(=O)(=O)N3CCCC3C(=O)NCc3cccs3)ccc21 (stereo not drawn)	102.0	1
COc1cc(/C=C2/C(=O)ON=C2c2ccccc2)ccc1O	99.0	-0.5
Cc1ccc(Nc2nc(N)nc(CSc3nnc4n3CCCCC4)n2)cc1	102.0	-0.1
O=C(c1ccco1)N1CCc2sccc2C1c1ccc(OC(F)(F)F)cc1 (stereo not drawn)	105.0	0.3
CCn1cc(C(=O)N2CCN(c3ccc(C(C)=O)cc3)CC2)c2cc(OC)c(OC)cc2c1=O	102.0	-0.3
CC(O)Cn1cnc2c1c(=O)n(C)c(=O)n2C (stereo not drawn)	100.0	0
O=S(=O)(NC1CC1)c1ccc2c(c1)OCCO2	102.0	0.1
CC(=O)N1C=CN(C(C)=O)C(c2cn(C)c3ccccc23)C1c1cn(C)c2ccccc12 (stereo not drawn)	99.0	-0.3
Cc1cccc(-c2nn3c(=O)cc(CN4CCN(C(=O)c5ccccc5Br)CC4)nc3s2)c1	112.0	1.1
Cc1c(N=C2SCC(=O)N2c2c(C)n(C)n(-c3ccccc3)c2=O)c(=O)n(-c2ccccc2)n1C	102.0	0.2
CCOCCCN(Cc1ccco1)S(=O)(=O)c1cc2c(cc1C)NC(=O)CO2	105.0	-0.5
CNc1ccc(-c2nc(-c3ccncc3)no2)cc1[N+](=O)[O-]	117.0	1.9
CC(C)(C)C(=O)COC(=O)c1ccccc1C(=O)c1ccccc1	101.0	-0.3
CCOC(=O)c1cc(C(O)(C(F)(F)F)C(F)(F)F)c(/N=C/N(C)C)o1	101.0	-0.1
O=C(O)C1CC(=O)N(Cc2ccc(F)cc2)C1 (stereo not drawn)	103.0	0.6
FC(F)(F)c1nnc2sc(-c3cnccn3)nn12	102.0	0.1
Nc1cc(=O)[nH]c(SCCSc2ccccc2)n1	104.0	0.9
CCN(CC)Cc1cccn1-c1nnc(N2CCCCCC2)s1	103.0	1.3
Cc1oc(-c2ccc(C(=O)NCc3ccccc3)cc2)nc1CN1CCc2ccccc21	108.0	0.4
CCCN(CCC)C(=O)C[n+]1cccc(/C=N/O)c1	100.0	0
Cn1c(=O)c2c(ncn2CC(=O)NC2CCSC2=O)n(C)c1=O (stereo not drawn)	101.0	0
COCCCNC(=O)c1nn(-c2ccc(C)cc2)nc1CO	102.0	-1
C/C(=N\NC(=O)C1CC1)c1ccc(S(=O)(=O)N2CCCC2)cc1	103.0	0.2
Cc1ccc(-n2nnc(C(=O)NCC3CCCO3)c2N)c(C)c1 (stereo not drawn)	102.0	0.1
O=C1NS(=O)(=O)c2ccccc21	100.0	0.1
N#C/C(=C(/O)Cn1nc(C(=O)O)c2ccccc2c1=O)c1nc2ccccc2s1	73.0	-3.2
COc1ccc(OC)c(S(=O)(=O)N2CC=C(c3c(C)n(CC(=O)N4CCCC4)c4ccccc34)CC2)c1	101.0	-0.4
CCOC(=O)c1oc2ccc(Br)cc2c1CSc1nnc(-c2ccc(OC)cc2)o1	103.0	0.1
Brc1ccccc1Cn1cnc2ccccc21	99.0	-0.5
COc1cccc2c1N=C1OC=CC1C2OC (stereo not drawn)	96.0	-0.7
CCCCCSc1ncnc2c1sc1nc(N3CCOCC3)c3c(c12)CCCC3	105.0	0.2
Cc1sc2c(c1C)c(=O)n(CCc1ccccc1)c(=O)n2Cc1cccc(F)c1	104.0	-0.2
CCn1cc(C(=O)N2CCN(c3ccccc3OC)CC2)c(=O)c2cc(S(=O)(=O)N3CCCCC3)ccc21	100.0	-0.7
Cc1cc(=O)oc2cc(OCC(=O)N3CCc4ccccc43)ccc12	102.0	0.2
Cc1nc2ccccn2c1C(=O)NN=C1CCCC1	103.0	0
COc1ccc(CNC(=O)C2=C(C)C(=O)OC23CCCCC3)cc1	98.0	-2
O=C1Cc2ccccc2C(=O)N1n1cnnc1	95.0	-1.5
O=C(O)CC(C(=O)NCc1ccccc1)C1CCCO1 (stereo not drawn)	101.0	-0.3
O=C(Cc1coc2cc(O)ccc12)OCC(=O)N1CCCC1=O	105.0	0.2
NC(=O)Cn1c(NCc2ccccc2)nc2ccccc21	94.0	-1.2
Cc1[nH]c(=O)[nH]c(=O)c1/C=N/NC(N)=O	105.0	0.5
CCOc1ccc(-c2cc3c(=O)n(Cc4nc(-c5cccc(OC)c5OC)oc4C)ccn3n2)cc1Cl	99.0	-2
CCOC(=O)c1sc(S(C)(=O)=O)c2c1CC(C)(C)C/C2=N/O	99.0	-1.4
COc1cccc(C(=O)N(Cc2nc(-c3ccc(Cl)cc3)no2)C(C)C)c1OC	102.0	-0.1
O=C(CSc1ccccc1)NCc1ccc2c(c1)CCN2C(=O)c1ccc(F)cc1	101.0	-1.3
c1c2c(nc3c1CCCC3)CCCC2	105.0	0.9
CC(C(=O)Nc1cc(Cl)c(Cl)cc1Cl)N(C)C (stereo not drawn)	106.0	0.5
CCOC(=O)c1cn(Cc2cccc(Cl)c2)c2cc(C)nn2c1=O	107.0	0.6
Cn1c(O)c(C=Nc2cccc(CO)c2)c2ccccc21	103.0	0.3
O=C(O)C1CC=CCC1C(=O)N1CCN(C/C=C/c2ccccc2)CC1 (stereo not drawn)	103.0	0.6
CCOc1ccc(NC(=O)c2cc(=O)[nH]c3ccccc23)cc1	102.0&106.0	0.1&1
CCOC(=O)c1cc(C#N)c(SCC(=O)c2cc3ccccc3oc2=O)[nH]c1=O	44.0	-6.7
Fc1ccccc1Nc1ncnc2c1nc1n2CCCCC1	106.0	0.1
Cc1cc(=S)cc(C)n1CCCn1ccnc1	123.0	3
c1ccc(CCNc2nc3ccccc3n3cnnc23)cc1	102.0	-0.1
Cc1ccc2c(c1)N(CC(=O)N1CCOCC1)C(=O)c1cccnc1O2	99.0	-0.7
CCCn1c(=O)c2sccc2n2c(CCCC(=O)Nc3ccccc3)nnc12	101.0	-0.1
Cc1ccc(N2CCN(CC(=O)Nc3c(C(=O)C4CC4)oc4ccccc34)CC2)cc1	100.0	-0.1

Some of the compounds tested; rates above refer to the full screens.
